Screens from PubChem.
D1 antag – human D1 dopamine receptor antagonism | actives 3.2% (n = 360,000) | activity change, negative = inhibition, % at 10 µM | P21728 | HEK293 TREx D1 cells, calcium flux, dopamine EC80; active compounds read low; in the data active = activity change below about -30%; note: % is set by controls: 0 for no effect and ±100 for the full control effect
Target sequence (P21728 whole entry, looked up): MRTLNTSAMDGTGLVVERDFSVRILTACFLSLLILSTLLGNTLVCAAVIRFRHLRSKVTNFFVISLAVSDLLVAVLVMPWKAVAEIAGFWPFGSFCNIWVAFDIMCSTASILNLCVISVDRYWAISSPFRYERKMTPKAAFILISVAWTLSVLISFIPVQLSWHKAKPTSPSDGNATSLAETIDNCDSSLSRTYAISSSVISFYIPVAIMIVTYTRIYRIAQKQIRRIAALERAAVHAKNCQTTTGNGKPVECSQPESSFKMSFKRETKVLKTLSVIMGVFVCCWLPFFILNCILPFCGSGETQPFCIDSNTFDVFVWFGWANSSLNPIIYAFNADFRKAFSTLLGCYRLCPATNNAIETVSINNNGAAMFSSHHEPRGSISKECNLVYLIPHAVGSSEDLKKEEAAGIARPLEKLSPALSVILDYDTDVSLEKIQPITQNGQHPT
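Using tetracycline-induced force-coupled D1 Hek293 cells and a calcium dye, signals were followed for 180 s after compound, then for 180 s after EC80 dopamine, to detect inhibitors.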
D2 agonist – D2 dopamine receptor (human) agonism; actives 0.53% (n = 340,000); activation, % at 2 µM; HEK293 T-REx D2 cells, calcium flux agonist mode; P14416;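 active = activation over 3 SD above normal in the single-dose calcium agonist read, cut at about 30% in these data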; note: 0% is about no effect
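Calcium-flux readout, 1 cycle/sec over 180 s following compound pin transfer, in inducible HEK293 Trex D2 cells (force-coupled); dopamine controls included. Positive calcium responses during this window marked compounds as potential agonists.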
D1 potentiator – human D1 dopamine receptor positive modulation. P21728. HEK293 TREx D1 cells, calcium flux, dopamine EC20 potentiation. potentiation, % at 10 µM. actives 0.036% (n = 360,000). AID 504651; in the data active = potentiation above about 30%; note: 0% is about no effect
D2 PAM – D2 dopamine receptor (human) potentiation; AID 485347; potentiation, % at 10 µM; P14416; actives 0.34% (n = 340,000); HEK293 T-REx D2, calcium flux, EC20 dopamine potentiation;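 active = potentiation over 3 SD above the plate norm, cut at about 30% in these data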; note: 0% is about no effect
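Potentiation of an EC20 dopamine calcium response is measured in a force-coupled, tetracycline-inducible Hek293 Trex D2 line. Compound-only kinetic reads over 180 s flag agonists before dopamine addition.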
RXFP1 antag – RXFP1 (human) relaxin receptor antagonism; actives 0.59% (n = 350,000); activity change, negative = inhibition, % at 57.5 µM; AID 1259400; HEK293-RXFP1, relaxin-stimulated cAMP HTRF, 30 min; active compounds read low;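 active = activity change of -60% or lower, but not beyond a set lower limit; inconclusive = change between -60% and -40%, or beyond the set limit; inactive = change above -40%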; note: % is set by controls: 0 for no effect and ±100 for the full control effect
D2 antag – antagonists of human D2 dopamine receptor; P14416; HEK293 TREx D2 cells, calcium flux, dopamine EC80; inhibition, % at 10 µM; actives 2% (n = 340,000); in the data active = inhibition above about 30%; note: 0% is about no effect
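Compounds are added to dye-loaded, induced HEK293 T-REx cells coupled to calcium release via D2; after a 3 min kinetic read an EC80 dopamine stimulus is given and fluorescence is recorded for 3 more min.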
RXFP1 agonist – RXFP1 (human) receptor agonism | actives 0.3% (n = 370,000) | Potency, µM (top dose mostly 57.5 µM), inactives show top-dose activation, most hits filed as activators | HEK293T-RXFP1 cAMP TR-FRET, 30 min; response scale: percent of porcine relaxin response, buffer zero | Q9HBX9; active = well fitted activation curve with a large enough effect; inconclusive = small, poorly fitted or top-dose-only effect; note: potency is the fitted concentration of half-maximal effect; % is set by controls: 0 for no effect and ±100 for the full control effect; nearly all actives have a fitted effect of over 60% in size; many of its hits are not listed in these tables
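Agonist response is measured as cAMP accumulation in an RXFP1-transfected HEK293T line under PDE4 inhibition. Values are scaled between buffer-only and 29 nM porcine relaxin, and EC50s come from standard Hill equation fits.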
D1 agonist – agonists of human D1 dopamine receptor; P21728; HEK293 T-REx D1 cells, calcium flux, agonist mode; activation, % at 2 µM; actives 1% (n = 360,000); in the data active = activation above about 30%; note: 0% is about no effect
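Tetracycline-induced HEK293 TREx D1 cells, force-coupled to calcium signalling, were dye-loaded with a no-wash calcium kit. Compound was pin-added after a 10 s baseline. Fluorescence was read kinetically at 1 cycle/s for 180 s, with calcium rises flagged as agonism.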
TRHR PAM – allosterically enhances the human TRH receptor; P34981; TRHR cells, fluo-8 calcium fluorescence, EC20 TRH enhancement; enhancement, % at 2 µM; actives 0.66% (n = 360,000); AID 493056; in the data active = enhancement above about 30%; note: 0% is about no effect
Target sequence (P34981 whole entry, looked up): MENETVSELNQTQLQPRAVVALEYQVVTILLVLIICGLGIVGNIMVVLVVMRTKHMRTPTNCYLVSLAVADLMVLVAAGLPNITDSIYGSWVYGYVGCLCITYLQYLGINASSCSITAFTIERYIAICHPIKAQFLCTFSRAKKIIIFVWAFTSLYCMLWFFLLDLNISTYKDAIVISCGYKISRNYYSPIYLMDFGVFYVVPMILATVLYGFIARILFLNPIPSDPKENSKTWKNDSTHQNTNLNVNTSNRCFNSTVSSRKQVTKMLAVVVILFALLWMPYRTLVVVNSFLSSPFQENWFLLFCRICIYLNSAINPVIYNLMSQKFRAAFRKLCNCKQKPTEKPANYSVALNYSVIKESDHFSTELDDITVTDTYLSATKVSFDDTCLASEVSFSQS
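TRHR-expressing cells loaded with fluo-8 calcium dye were read kinetically (ex 480/em 530) during compound addition, then stimulated with an EC20 of TRH (10 nM final). Enhancement of the Gq-mediated intracellular calcium response was scored.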
The depositor's hits bear a star; ? = inconclusive; nt = no result given.

Results follow in this order: D1 antag | D2 agonist | D1 potentiator | D2 PAM | RXFP1 antag | D2 antag | RXFP1 agonist | D1 agonist | TRHR PAM
1) CN(CC(=O)Nc1ccccc1Cl)C(=O)Cn1nnc(-c2ccc(F)cc2)n1
  -47* | -0.1 | -3 | -11 | -5 | 18 | -0.4% | 1 | -4
2) CCOC(=O)c1[nH]c(C)c(CCC(=O)Nc2cccc(SC)c2)c1C
  1 | -0.2 | -3 | -8 | -8 | nt | 0.6% | -1 | -2
3) Cc1cc(C)c2c(c1)-c1c(ssc1=S)C(C)(C)N2C(=O)CN1C(=O)c2ccccc2C1=O
  -9 | 1.6 | 0 | 18 | nt | -9 | 0.4% | 3 | -4
4) O=C(Cn1cc(C(=O)c2ccco2)c2ccccc21)Nc1ccccc1Cl
  -11 | -0.3 | -3 | -11 | -7 | nt | 4.1% | 6 | 3
5) O=C(NCc1ccccc1)C1CCCN(S(=O)(=O)c2ccc(-n3cnnn3)cc2)C1 (stereo not drawn)
  -7 | 0.5 | nt | 1 | -14 | 7 | 0.4% | 4 | 16
6) COc1ccc(C2Nc3ccccc3NC3=C2C(=O)CC(C)(C)C3)cc1OC (stereo not drawn)
  -19 | 0.3 | -1 | -4 | 5 | 38* | 0.3% | 8 | 2
7) CCOC(=O)C1(C/C(C)=N/NC(N)=O)CC(C)OC1=O (stereo not drawn)
  3 | -1.8 | 3 | 3 | 2 | -21 | 0.9% | 5 | 22
8) O=C(Nc1nc(-c2ccccn2)cs1)c1ncc(Cl)c(Cl)c1Cl
  2 | -0.8 | 5 | -4 | -19 | 18 | 3.3% | -1 | -6
9) Cc1sc2ncnc(N(C)Cc3ccco3)c2c1C
  -21 | 0.4 | -5 | -10 | -1 | 7 | 4.5% | 3 | -2
10) Cc1cc(C)c2cccc(N)c2n1
  -6 | 0.9 | 4 | -6 | -3 | 24 | -1.5% | -1 | 2
11) COc1ccc(C(=O)C2CCCN(C(=O)CCc3scnc3C)C2)c(C)c1 (stereo not drawn)
  3 | 0.7 | -2 | 11 | -2 | -4 | 10% | 10 | -5
12) COC(=O)c1ccccc1S(=O)(=O)N(Cc1cc2ccc(OC)cc2[nH]c1=O)CC1CCCO1 (stereo not drawn)
  -13 | 0.3 | -5 | 7 | 3 | -8 | 0.0% | 0 | 6
13) C/C(=N\NC(=O)c1cc(-c2ccc(C)s2)[nH]n1)c1ccco1
  -22 | -0.8 | 5 | -15 | 6 | -21 | -1.5% | 3 | 0
14) Cc1ccsc1C1Nc2ccc3ncccc3c2C2=C1C(=O)CCC2 (stereo not drawn)
  3 | -1.6 | 1 | 10 | -11 | 8 | 0.9% | 1 | -2
15) COc1ccc(NC(=O)C2OCCc3ccccc32)c(OC)c1 (stereo not drawn)
  -3 | 0.3 | 0 | -2 | 0 | -10 | 0.5% | 0 | -6
16) Cc1ccc(-n2c3nc(=O)n(C)c(=O)c-3cc3ccccc32)cc1
  22 | 1.6 | 0 | 11 | 7 | -10 | 3.0% | 0 | 5
17) CCOc1ccc(-c2nc3cc(NC(=O)COc4cccc(C)c4)ccc3o2)cc1
  34 | -1.3 | 2 | -20 | 0 | nt | -1.5% | 0 | 4
18) COc1ccc(CN2CCN(C(=O)C3CCC(CNS(=O)(=O)c4ccc(C)cc4)CC3)CC2)c(OC)c1OC (stereo not drawn)
  -9 | -1.0 | -1 | -4 | -14 | -4 | 0.0% | 3 | -4
19) c1ccc(-c2nc(-n3ccnc3)nc(-n3ccnc3)n2)cc1
  -14 | 0.7 | -7 | 3 | -12 | -27 | 0.1% | 3 | -4
20) O=C(Nc1ccncc1)C1CCN(S(=O)(=O)c2ccccc2)CC1
  0 | 0.3 | 2 | 5 | 9 | -5 | 2.5% | 6 | -2
21) CN(C(=O)COC(=O)c1cc(S(=O)(=O)N2CCCCC2)ccc1N1CCOCC1)C1CCS(=O)(=O)C1 (stereo not drawn)
  5 | 1.2 | -2 | -4 | -3 | 2 | 0.0% | 1 | -2
22) Cc1cccc(-n2c(CCCN3C(=O)c4ccccc4C3=O)nc3ccccc3c2=O)n1
  -2 | -1.2 | 0 | 25 | -8 | -9 | 2.4% | 1 | 2
23) COc1ccccc1C(=O)Nc1ccc2c(c1)nc1n2CCN(Cc2ccccc2)C1
  -4 | -0.5 | 2 | 7 | 0 | -20 | 0.1% | 0 | -5
24) CC(C)(C)C1CCc2c(sc(NC(=O)c3cccc(Cl)c3)c2C(N)=O)C1 (stereo not drawn)
  -14 | nt | -1 | -3 | -1 | nt | 0.3% | 3 | 0
25) O=C(c1ccc(N2CCCCC2)c([N+](=O)[O-])c1)N(c1ccccn1)c1ccccn1
  8 | 0.9 | -3 | -1 | -13 | -5 | 2.9% | 3 | 3
26) O=C(Cc1ccc(F)cc1)Nc1nccs1
  -9 | 0.5 | -1 | -1 | 2 | -9 | 1.6% | 3 | -3
27) CNC(=S)N1CCN(c2ccccc2OC)CC1
  -46* | 0.3 | -5 | -15 | -4 | -5 | 0.1% | 0 | 4
28) COC(=O)c1cc(-c2ccccc2)on1
  -27 | 0.6 | -2 | -2 | 3 | 1 | 0.9% | 0 | -4
29) COc1ccc(OC2C(=O)N(c3cc(C)ccc3C)C2c2ccc(OC)c(OC)c2)cc1 (stereo not drawn)
  -18 | -0.2 | -4 | 12 | 4 | -3 | 1.5% | 2 | 4
30) CC(=O)N(C)c1ccc(N=C2C(=O)Nc3ccccc32)cc1
  -19 | 0.2 | -9 | -14 | -3 | -13 | 0.1% | 1 | 0

Some entries already given, reduced to D2 agonist and D1 potentiator.
no. | Structure | D2 agonist | D1 potentiator
24 | CC(C)(C)C1CCc2c(sc(NC(=O)c3cccc(Cl)c3)c2C(N)=O)C1 (stereo not drawn) | nt | -1
22 | Cc1cccc(-n2c(CCCN3C(=O)c4ccccc4C3=O)nc3ccccc3c2=O)n1 | -1.2 | 0
23 | COc1ccccc1C(=O)Nc1ccc2c(c1)nc1n2CCN(Cc2ccccc2)C1 | -0.5 | 2
28 | COC(=O)c1cc(-c2ccccc2)on1 | 0.6 | -2

Carrying on.
Results follow in this order: D1 antag | D2 agonist | D1 potentiator | D2 PAM | RXFP1 antag | D2 antag | RXFP1 agonist | D1 agonist | TRHR PAM
31) Cc1cc(=O)oc(C)c1C(=O)N[C@@H](Cc1ccccc1)C(=O)O
  -6 | 0.7 | -4 | 3 | 6 | 2 | 3.5% | 4 | -1
32) Cc1cccc(NC(=O)CSc2nc3c(c(=O)[nH]2)CCC3)c1C
  -2 | 0.8 | 0 | -25 | 25 | 5 | 5.0% | 1 | 20
33) CC(=O)c1cccc(N(C(=O)CNC(=O)c2ccco2)C(C(=O)NC2CCCC2)c2ccncc2)c1 (stereo not drawn)
  -11 | -1.0 | -2 | 9 | 1 | -2 | -4.9% | 0 | -2
34) O=C(NNS(=O)(=O)c1ccc(F)c(Cl)c1)c1cccc(S(=O)(=O)N2CCOCC2)c1
  -16 | -1.1 | 0 | -6 | 2 | -10 | 0.3% | 2 | -4
35) COC(=O)CSc1nnc(-c2ccc(OC)cc2OC)o1
  -16 | -0.4 | -9 | -6 | -33 | -14 | -0.6% | 3 | -7
36) Cc1ccccc1NC(=O)Cc1nc(CCl)cs1
  5 | -0.2 | -11 | -5 | -4 | 9 | 5.4% | 8 | 6
37) O=c1cc(-c2ccc([N+](=O)[O-])cc2)c2ccc(O)cc2o1
  -1 | 2.3 | -1 | 12 | -16 | 1 | 2.3% | 3 | 6
38) COc1ccc(-c2nc3ccc(C(=O)NCC(OC)OC)cc3nc2-c2ccc(OC)c(OC)c2)cc1OC
  -16 | -1.6 | 1 | -4 | 4 | -23 | 5.5% | 0 | 1
39) Cc1ccc[n+](-c2nc3ccccc3nc2[N-]S(=O)(=O)c2ccccc2)c1
  12 | 1.0 | -2 | 3 | -14 | -9 | 1.2% | 4 | -1
40) Cc1ccc(S(=O)(=O)Nc2ccc(N3CCOCC3)nc2)cc1
  -3 | nt | -4 | nt | 14 | nt | 0.0% | 9 | -3
41) Cc1ccc(NC(=O)c2nc[nH]c2C(=O)N2CCC(C)CC2)cc1
  9 | 0.8 | 7 | -17 | nt | 13 | 7.2% | 3 | -11
42) COC(=O)/C=C1/S/C(=N/NC(=O)c2ccccc2C)NC1=O
  -7 | 0.8 | -1 | -1 | -3 | 4 | 0.5% | 4 | -9
43) CCS(=O)(=O)C1=NN2C(=N)/C(=C\c3ccc(OS(=O)(=O)c4ccccc4)cc3)C(=O)N=C2S1
  21 | -1.2 | 0 | -11 | 4 | -16 | 1.0% | 2 | -3
44) CC(=O)c1ccc(NC(=O)COC(=O)c2c[nH]c3ccccc23)cc1
  -4 | -1.5 | 4 | 2 | 13 | 9 | 15% | 4 | 2
45) CCOC(=O)c1ccc(N2CCN(c3ccccc3F)CC2)c(NC(=O)Nc2ccc(Cl)c(Cl)c2)c1
  6 | -0.7 | -1 | 12 | 3 | nt | 0.6% | -3 | 5
46) Cc1nn(CC(=O)N2CCC(C)CC2)c(=O)c2cccn12
  3 | 3.8 | -3 | 6 | ? | -10 | 1.5% | 4 | -4
47) CCOc1ccc(NC(=O)c2ccccc2OCC(=O)c2ccc(C)cc2)cc1
  -24 | 0.6 | -3 | -4 | 9 | -12 | 1.5% | 0 | 5
48) O=S1(=O)CCN2C=C(Cl)C=C(Cl)C2=N1
  12 | 0.6 | -4 | 9 | -10 | -1 | 8.5% | 1 | 1
49) Cc1ccc(NC(=O)CNc2ccccc2N2CCCC2=O)cc1S(=O)(=O)N1CCOCC1
  11 | 0.5 | -6 | 1 | -3 | 2 | -0.4% | 1 | 12
50) c1ccn2c(CNc3ncnc4sccc34)nnc2c1
  0 | -0.3 | -2 | 0 | 23 | -20 | 15% | 2 | 0

With a hit mark in D2 antag, among the entries above:
No.	Molecule	D1 antag	D1 potentiator	D2 PAM	RXFP1 antag	D2 antag	RXFP1 agonist	D1 agonist	TRHR PAM
6	COc1ccc(C2Nc3ccccc3NC3=C2C(=O)CC(C)(C)C3)cc1OC (stereo not drawn)	-19	-1	-4	5	38*	0.3%	8	2

The list continues:
Results follow in this order: D1 antag | D2 agonist | D1 potentiator | D2 PAM | RXFP1 antag | D2 antag | RXFP1 agonist | D1 agonist | TRHR PAM
51) O=C(Oc1ccccc1)c1ccccc1OS(=O)(=O)c1ccccc1
  2 | 0.0 | 2 | 2 | 16 | 4 | 0.1% | 15 | 8
52) CCOc1ccc(C(=O)CCC(=O)Nc2ccc(C)cn2)cc1
  5 | 0.3 | -3 | 2 | -8 | -6 | 0.4% | 1 | 6
53) Cc1ccc(C)c2c(SC(C)C(=O)NCc3ccco3)nc(-c3ccccc3)nc12 (stereo not drawn)
  1 | -3.0 | 2 | 9 | -2 | 10 | 3.4% | 6 | -5
54) CC1(C2CC2)NC(=O)N(CC(=O)Nc2ccccc2F)C1=O (stereo not drawn)
  17 | -0.4 | -3 | 7 | -5 | 8 | 0.2% | 2 | -7
55) CCCNC(=O)Cn1cnc2sc(C(=O)Nc3cc(OC)c(OC)c(OC)c3)c(C)c2c1=O
  7 | -0.3 | -2 | 3 | -5 | -11 | 2.1% | 0 | 14

A portion of the library. The share of hits here may be higher or lower than overall.
